Screening results as filed in PubChem BioAssay.
SENP6 inh = blocks the human protease SENP6; Q9GZR1; Recombinant SENP6 catalytic domain, aminoluciferin luminescence; inhibition, % at 10 µM; hit rate 1.8% among 330,000; AID 2599;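 active = inhibition above about 50% at the single tested dose, limit read from the data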;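 also: plate controls were DMSO wells with enzyme for no effect and DMSO wells lacking enzyme for full effect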
Target sequence (Q9GZR1 628-1112 limits assumed): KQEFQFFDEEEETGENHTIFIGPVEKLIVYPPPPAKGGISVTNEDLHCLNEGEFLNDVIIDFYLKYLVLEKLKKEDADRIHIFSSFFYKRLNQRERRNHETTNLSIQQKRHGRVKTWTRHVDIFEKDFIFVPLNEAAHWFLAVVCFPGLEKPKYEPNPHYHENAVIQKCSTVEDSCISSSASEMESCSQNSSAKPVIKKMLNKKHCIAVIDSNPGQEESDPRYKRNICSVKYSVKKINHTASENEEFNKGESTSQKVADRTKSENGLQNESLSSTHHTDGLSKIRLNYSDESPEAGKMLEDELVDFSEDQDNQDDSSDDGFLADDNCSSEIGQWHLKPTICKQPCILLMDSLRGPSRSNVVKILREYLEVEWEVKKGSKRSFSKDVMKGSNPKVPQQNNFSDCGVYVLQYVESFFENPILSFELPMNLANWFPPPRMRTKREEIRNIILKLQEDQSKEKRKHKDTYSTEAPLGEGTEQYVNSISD
SENP8 block-1 = blocks the human protease SENP8 | purified SENP8, Z-RLRGG-aminoluciferin cleavage, luminescence | Q96LD8 | inhibition, % at 10 µM | hit rate 1.2% among 330,000 | AID 2540; in the data active = inhibition above about 50%
Target sequence (Q96LD8 whole entry, looked up): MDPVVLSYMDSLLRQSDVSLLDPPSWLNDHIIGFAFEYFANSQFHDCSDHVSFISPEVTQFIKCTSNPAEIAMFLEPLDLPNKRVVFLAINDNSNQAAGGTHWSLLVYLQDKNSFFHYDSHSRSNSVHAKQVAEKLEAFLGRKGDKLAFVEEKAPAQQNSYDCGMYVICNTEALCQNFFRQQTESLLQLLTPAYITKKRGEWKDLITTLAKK
SENP1 FRET inh = blocks the human SENP1 SUMO protease catalytic domain | AID 624204 | Q9P0U3 | inhibition, % at 10 µM | recombinant SENP1 catalytic domain, CyPet-SUMO1-YPet FRET cleavage | hit rate 0.21% among 360,000;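 active = inhibition at least 30% at 10 µM, raw YFP signal under a set limit, fluorescence ratio 0.5 to 1.5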;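 also: 0% = enzyme with DMSO and 100% = no enzyme wells; some results filed as inactive read as strong as hits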
Target sequence (Q9P0U3 419-644 limits assumed): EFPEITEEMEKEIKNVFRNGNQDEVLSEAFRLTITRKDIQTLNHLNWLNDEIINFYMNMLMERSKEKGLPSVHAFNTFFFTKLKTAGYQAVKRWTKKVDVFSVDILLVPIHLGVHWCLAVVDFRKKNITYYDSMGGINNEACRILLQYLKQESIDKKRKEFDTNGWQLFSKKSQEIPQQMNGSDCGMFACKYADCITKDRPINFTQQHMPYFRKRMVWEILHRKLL
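Material – human SENP1 catalytic domain · Input – SENP1 enzyme, 20 pM final · Compound dosing – single concentration of 10 µM compound, 0.5% DMSO final · Timing – enzyme reaction for 50 min at room temperature, dark · Measured by – FRET fluorescence in CFP and YFP emission channels · Control set – no-enzyme wells low, DMSO-plus-enzyme wells high control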
SENP8 block-2 = SENP8 (human) protease inhibition | Q96LD8 | hit rate 0.64% among 360,000 | inhibition, % at 20 µM | AID 602440 | recombinant SENP8, Nedd8 substrate fluorescence; in the data active = inhibition mostly above about 40%, no sharp cut-off; inactive = mostly below about 27%
SENP7 inh = inhibitors of human SENP7 protease; Q9BQF6; recombinant SENP7, Z-RLRGG-aminoluciferin luminescence, 40 min; inhibition, % at 5 µM; hit rate 1.5% among 330,000; AID 434973;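 active = inhibition above about 50% at the single test dose, limit read from the data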;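 also: plate controls were DMSO with enzyme for no effect and no enzyme buffer wells for full effect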
HKDC1 inh = blocks human hexokinase HKDC1 activity. AID 493160. inhibition, % at 20 µM. hit rate 0.16% among 340,000. recombinant HKDC1, G6PDH/diaphorase resazurin coupled fluorescence;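 active = inhibition above about 35% when tested at 20 µM, limit read from the data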;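 also: plate controls were DMSO wells with enzyme for no effect and DMSO wells lacking enzyme for full effect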
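test system = in-house recombinant HK5 (HKDC1) enzyme | amount = HKDC1 at 5 µg/mL | control set = DMSO-enzyme wells negative, buffer-substituted wells positive | compound = one dose of 20 µM, 1% DMSO | schedule = reaction time 90 min, room temperature, protected from light | technique = resorufin fluorescence at 613 nm | reagent = glucose with 1 mM ATP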
UBC13 inh = human UBC13 polyubiquitination inhibition | hit rate 0.47% among 330,000 | inhibition, % at 20 µM | P61088 | UBC13 polyubiquitin chain formation, TR-FRET | AID 485273; in the data active = inhibition above about 45%, passing the limit was not always enough
MIN6 prolif = induces beta-cell replication in MIN6 cells | proliferation, % at 10 µM | MIN6 cells proliferation, ATPlite luminescence, 48 h; cells starved in 0.2% serum; 100% = growth in 10% serum | hit rate 0.29% among 330,000;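 active = compounds whose signal lies at least 3.5 SD above the mean of all wells on their plate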;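 also: 0% = DMSO-treated cells in low-serum medium and 100% = 10% serum control; some compounds called inactive have numbers as strong as hits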
PfGluPho inh = PfG6PD (Plasmodium falciparum) enzyme inhibition | PfGluPho enzyme, NADPH resazurin-diaphorase fluorescence | inhibition, % at 20 µM | hit rate 0.78% among 350,000;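 active = inhibition reaching at least a set limit at 20 µM in the primary screen, cut at about 59% in these data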;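 also: 0% = DMSO wells with substrate and 100% = DMSO wells lacking glucose-6-phosphate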
Active calls of the source: *; . = no result given.

SMILES	UBC13 inh	MIN6 prolif	SENP7 inh	SENP1 FRET inh	PfGluPho inh	SENP6 inh	SENP8 block-2	HKDC1 inh	SENP8 block-1
Cc1ccc(C(C)C)c(OCCNC(=O)c2cncc(Br)c2)c1	0	-1	-5	-3	13	-25	14	-2	-10
C=CCn1c(=O)c2c(nc3n2CCN3c2cccc(Cl)c2C)n(C)c1=O	7	-1	5	2	-9	-9	13	-4	-4
O=C(CCNC(=O)c1ccc([N+](=O)[O-])cc1)NNC(=O)c1ccccc1F	-17	-6	-3	0	-10	-12	19	3	-11
CC(C)Oc1ccccc1/C=N/NC(=O)C1CC1	2	1	6	3	-12	-12	11	-3	-1
Cc1ccccc1CS(=O)(=O)Cc1ccc(C(=O)NCCCN2CCOCC2)o1	-14	-3	-1	2	-22	-28	2	19	-19
Cc1ccc(C)c(NC(=O)c2cc(S(=O)(=O)N3CCCCC3)ccc2N2CCOCC2)c1	-9	0	-6	0	3	-17	-4	5	-13
O=C(CNc1ccccc1)N/N=C/c1ccc([N+](=O)[O-])o1	-11	-5	9	-8	5	7	34	4	2
COc1ccc(CCNC(=O)CS(=O)Cc2nc(-c3ccccc3F)oc2C)cc1OC (stereo not drawn)	-4	-2	-4	-1	-9	3	-8	3	0
CCN1CCN(c2nn3c(=O)c4ccccc4nc3c3ccccc23)CC1	-6	-4	4	-1	-11	-6	-399	6	-1
Cc1nc2c(C)cccn2c1C(=O)N/N=C/c1ccccc1[N+](=O)[O-]	-8	-2	2	1	-10	-29	-29	-4	-8
COc1ccc(CN2CCNC(=O)C2CC(=O)N(C)Cc2nccn2C)cc1OC (stereo not drawn)	-9	-1	-13	0	-6	37	0	2	-12
COc1cccc(C2=Nn3c(nnc3-c3ccccc3O)SC2)c1	-9	-1	-6	2	6	-6	14	-15	-4
COc1ccc(-c2cc(=Nc3ccc(C(=O)O)cc3)c3cc(C)ccc3o2)cc1	4	-5	89*	1	8	66*	-446	5	79*
C=CC1=C2C=C(C3CC3)N(CCCN(CC)CC)C=C2C(=O)C(C)(OC(=O)c2ccco2)C1=O (stereo not drawn)	-27	-2	-7	-43	24	-1	23	9	7
CC[C@]12c3[nH]c4ccc(OC)cc4c3CCN1C(=O)C(CC(=O)NCCc1ccccn1)C[C@@H]2C(=O)N1CCN(C(=O)c2ccco2)CC1 (stereo partly drawn)	.	.	-7	0	2	.	4	-2	.
NC(=NC1CCCCC1)c1ccc(Cl)cc1	5	1	13	0	-6	-2	3	-5	6
COC(=O)Cn1c(=NC(=O)c2ccc(Cl)s2)sc2cc(C)ccc21	16	0	4	-49	-1	-7	-432	-5	-6
Fc1cccc(NCCc2c[nH]c3ccccc23)n1	0	-1	-9	0	36	-8	26	18	-9
Cc1ccc(NC(=O)C2(c3ccccc3)CC2(Cl)Cl)cc1C (stereo not drawn)	2	-4	-4	1	17	4	16	0	-2
COc1ccc(C(=O)CCc2ccccc2)c(O)c1	4	2	5	2	6	18	1	-2	5
Cc1nc(SCC(=O)N2CCOCC2)c2ccsc2n1	1	-2	3	-2	-10	1	8	3	1
CC(C)(C)c1cc(CN(CCO)CCO)c(O)c(C(C)(C)C)c1	-9	2	-5	3	-11	-38	24	5	-3
O=c1c2cnn(-c3ccccc3)c2nc(-c2cccs2)n1-c1ccc(Cl)cc1	20	-1	2	5	-13	-12	-456	0	-3
COC(=O)c1ccccc1NC(=O)NCc1c(C)nn(C)c1C	5	1	-5	-1	-5	7	-211	-4	8
COc1ccc(CC(=O)O/N=C(\N)c2ccccn2)cc1OC	-3	2	-8	1	-4	-9	9	0	-18
CC(=O)c1ccc(NC(=S)N(CCCN(C)C)Cc2ccccc2)cc1	-11	-2	1	1	24	-23	23	0	-12
CCOC(=O)c1cc(NC(=O)Nc2ccc(Br)cc2)c(C)nc1C	18	-2	-5	2	15	14	14	-11	6
COc1ccc(NC(=O)CC2SC(N3CCCCC3)=NC2=O)cc1OC (stereo not drawn)	1	-1	4	2	-4	-2	-1	1	2
CCN(CC)CCn1c(N)nc2ccccc21	-4	-2	-10	0	4	-7	32	-2	-9
Cc1coc(=N)n1CC(=O)c1ccc(Cl)cc1	3	-3	0	-5	-2	-7	8	-6	-19
COc1ccccc1Cn1nnc2c(=O)[nH]c(C3CCN(C(=O)c4ccccc4Cl)CC3)nc21	4	0	-7	-2	-3	-3	20	-5	-11
COc1ccc(-c2c3c(nc4sc(C(=O)Nc5cc(C)on5)c(N)c24)CCC3)cc1	42	-1	9	-27	23	-15	-308	13	5
COc1ccccc1CNC(=O)C(C)NS(=O)(=O)c1ccc(C)cc1 (stereo not drawn)	-21	-3	-1	-2	-3	-1	12	-7	-6
CN1CCN(C(=O)c2cc3nc(-c4ccc(F)cc4)cc(C(F)(F)F)n3n2)CC1	4	-2	0	1	-1	-3	-196	-5	-1
COc1ccc(-c2sc3cc(OC)c(OC)cc3c2C#CC(C)(C)O)cc1	34	-5	0	-1	17	2	-494	8	6
CCC(C)c1ccccc1NC(=O)c1[nH]c(C)c(C(C)=O)c1C (stereo not drawn)	0	-2	-6	1	-3	-26	-24	-1	-11
CCOC(=O)c1cc(-c2ccccc2)n(CC(=O)Nc2ccc(OC)cc2)c1C	-3	-1	0	1	2	-20	6	-9	-2
Cc1ccc(Cl)cc1NC(=O)COC(=O)c1ccccc1O	32	3	-1	2	-9	-17	-27	-5	0
C=CCOc1ccc2nnc(C)n2n1	6	2	-5	1	-8	-9	21	-8	-7
CCCC(=O)Nc1nnc(-c2ccc(Cl)s2)o1	3	0	3	3	-20	-5	-145	5	8
O=c1c2ccccc2ncn1CCCSc1ccccc1	14	-2	-1	3	13	-14	16	4	-5
CC(C(=O)NC1CCCCC1)N1C(=O)c2cccc3cccc1c23 (stereo not drawn)	10	4	-6	-25	12	-3	-328	2	-2
COc1ccccc1N1C(=O)CC(N(O)c2ccccc2)C1=O (stereo not drawn)	2	-2	6	3	9	-1	25	4	0
O=C(CSc1nc2ccccc2o1)N/N=C/c1ccc(C(=O)O)cc1	5	1	7	2	1	12	18	-3	-5
COc1ccc(-c2nc3ccccc3c(=O)n2N)cc1	10	1	-2	2	-16	-4	2	-4	0
C[C@H](CO)N1C[C@H](C)[C@@H](CN(C)Cc2ccc(C(=O)O)cc2)Oc2c(cccc2N(C)C)C1=O	9	-3	5	1	-2	2	14	-3	2
COc1cccc(OC)c1OCCCN1CCOCC1	-1	0	-2	-1	-2	0	12	-10	0
COc1ccccc1NC(=O)c1cc(=O)[nH]c2ccccc12	-16	-3	-15	-11	8	-13	-19	-4	-11

Among those listed so far, these contain an aryl thioether with sulfur outside any ring:
SMILES	UBC13 inh	MIN6 prolif	SENP7 inh	SENP1 FRET inh	PfGluPho inh	SENP6 inh	SENP8 block-2	HKDC1 inh	SENP8 block-1
Cc1nc(SCC(=O)N2CCOCC2)c2ccsc2n1	1	-2	3	-2	-10	1	8	3	1
O=c1c2ccccc2ncn1CCCSc1ccccc1	14	-2	-1	3	13	-14	16	4	-5
O=C(CSc1nc2ccccc2o1)N/N=C/c1ccc(C(=O)O)cc1	5	1	7	2	1	12	18	-3	-5

(continued)
SMILES	UBC13 inh	MIN6 prolif	SENP7 inh	SENP1 FRET inh	PfGluPho inh	SENP6 inh	SENP8 block-2	HKDC1 inh	SENP8 block-1
CCN(CC)c1nc(N)c(C#N)c(CC#N)c1C#N	1	3	-13	-6	5	-8	-114	3	-4
Nc1nc(-c2ccccc2)c(CCCNc2ccccc2)c(=O)[nH]1	.	.	.	0	2	.	2	-2	.
CCN(Cc1cnn(C)c1)Cc1nc(Cc2ccccc2Cl)no1	-3	2	-3	0	0	-6	17	-2	-1
CC(=O)Nc1cc(S(=O)(=O)Nc2ccccc2C)c(C)cc1C	5	0	2	2	7	14	17	0	-1
CC1CCc2c(C(=O)Nc3ccccn3)csc2C1 (stereo not drawn)	-3	-4	8	1	6	17	8	3	-4
COCCCn1c(SCC(=O)Nc2nnc(C)s2)nnc1-c1ccoc1C	3	-1	5	1	-10	0	10	0	-3
CC(=O)Nc1ccc(SCC(=O)O)cc1	-1	3	-6	3	-9	-7	4	-11	-12
O=S(=O)(c1ccc2ccccc2c1)n1cnc2ccccc21	14	1	0	2	9	-5	6	-2	0
Cc1ccc(C(=O)O)cc1NC(=O)CCc1ccccc1	-3	-1	0	2	2	-20	2	-9	4
CC/C(C)=C1\SC(N2CCN(C(C)=O)CC2)=NC1=O	0	-5	1	0	-3	1	24	-7	-5
Cc1cc(C)cc(N=C(NO)c2cccc([N+](=O)[O-])c2)c1	6	0	0	2	49	-4	19	6	-2
CCOc1ccc(NC(=O)CN(C)C(=O)c2csc3c2CCCC3)cc1OCC	3	4	3	2	-1	-7	17	-5	1
NCC(=O)NNC(=O)OCC1c2ccccc2-c2ccccc21	-5	0	0	1	-2	13	3	-7	-1
CC(C)CC(=O)N1CCN(Cc2cccc(Cl)c2)CC1	-1	-4	-5	3	-9	25	15	1	9
CCSc1nc2sc3c(c2c2[n+]1CC(CBr)O2)CCCC3 (stereo not drawn)	-7	-2	-7	-1	3	-9	-23	-2	-4
CNc1cc(CSC)nc(SCc2ccc(Cl)cc2Cl)n1	9	-4	-2	-11	30	-2	0	8	3
COc1ccc(N(C(=O)c2cnccn2)C(C(=O)NC2CCCCC2)c2cc(OC)c(OC)c(OC)c2)cc1 (stereo not drawn)	-3	0	-6	-1	-4	-26	10	-3	3
